Bioassay records as filed in PubChem BioAssay.
LDHA inh: LDHA (human) enzyme inhibition; actives 0.15% (n = 480,000); purified LDHA, NADH/diaphorase-resazurin fluorescence; active compounds read low; activity change, % (values are at about 110 or 230 µM); P00338; in the data active = activity change below about -30%; inconclusive = mostly about -25% to -30%;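 also: plate controls were DMSO wells for no effect and wells without enzyme for full effect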
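LDH5 2 nM; NADH 0.06 mM, pyruvate 0.2 mM; 200 mM Tris pH 7.4, EDTA, Tween-20; 5 min RT. Detection: diaphorase 0.133 mg/mL + resazurin 37 µM, fluorescence ex540/em590 at 0 and 20 min; normalized to enzyme-free and DMSO wells.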
IDH1 R132H inh: blocks human mutant IDH1 R132H enzyme; O75874; IDH1-R132H enzyme, NADPH consumption, diaphorase/resazurin fluorescence; Potency, µM (highest dose often 76.6 µM), without a hit: at the top dose activity change, negative = inhibition, most hits filed as inhibitors; actives 0.093% (n = 390,000); AID 602179; also: potency is read from the fitted curve at half-maximal effect; % is scaled to controls: 0 for no effect and ±100 for the full control effect; nearly all actives have a fitted effect of over 65% in size
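IDH1-R132H (0.5 ug/mL dispensed) in pH 7.5 Tris buffer was preincubated 30 min with compound, then given a substrate mix of 0.016 mM NADPH and 2 mM alpha-KG for 80 min at room temperature; remaining NADPH was read by diaphorase/resazurin fluorescence.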
RXFP1 ag: agonists of human relaxin receptor RXFP1. Potency, µM (top dose mostly 57.5 µM), for the others: top-dose activation, usual class: activators. HEK293T-RXFP1 cAMP TR-FRET, 30 min; response scale: percent of porcine relaxin response, buffer zero. Q9HBX9. AID 2676. actives 0.3% (n = 370,000); also: potency is read from the fitted curve at half-maximal effect; % is scaled to controls: 0 for no effect and ±100 for the full control effect; nearly all actives have a fitted effect of over 60% in size; many of its hits are not listed in these tables
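HEK293 cells stably expressing RXFP1, treated 30 min at 37C with compounds plus PDE4 inhibitor Ro 20174; cAMP measured by HTRF TR-FRET. Normalized to buffer and 29 nM porcine relaxin; EC50 by Hill fit.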
USP1-UAF1 inh: blocks the human USP1/UAF1 deubiquitinase complex | actives 0.23% (n = 390,000) | AID 743255 | Potency, µM (titrated, usually from 57.1 µM), for inactives: top-dose activity change, negative = inhibition, usual class: inhibitors | recombinant USP1/UAF1, Ub-Rhodamine cleavage fluorescence; also: potency is read from the fitted curve at half-maximal effect; % is scaled to controls: 0 for no effect and ±100 for the full control effect; nearly all actives have a fitted effect of over 60% in size; inactives centre near -12
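USP1/UAF1 complex (1 nM) preincubated 15 min at room temperature with compound, then Ub-Rho substrate (150 nM final) added. Kinetic fluorescence at 480/540 nm over 6 reads at 60 s intervals; 50 mM HEPES pH 7.8, 0.5 mM EDTA, 0.1 mg/ml BSA, 1 mM TCEP, 0.01% Tween-20.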
TrxR1 substrate: substrates of rat thioredoxin reductase 1; O89049; purified TrxR1 substrate turnover, NADPH consumption readout; Potency, µM (top dose mostly 114 µM), for inactives: at the highest dose activity change, negative = substrate turnover; actives 0.01% (n = 390,000); also: potency is read from the fitted curve at half-maximal effect; % is scaled to controls: 0 for no effect and ±100 for the full control effect; nearly all actives have a fitted effect of over 50% in size
Target sequence (O89049 whole entry, looked up): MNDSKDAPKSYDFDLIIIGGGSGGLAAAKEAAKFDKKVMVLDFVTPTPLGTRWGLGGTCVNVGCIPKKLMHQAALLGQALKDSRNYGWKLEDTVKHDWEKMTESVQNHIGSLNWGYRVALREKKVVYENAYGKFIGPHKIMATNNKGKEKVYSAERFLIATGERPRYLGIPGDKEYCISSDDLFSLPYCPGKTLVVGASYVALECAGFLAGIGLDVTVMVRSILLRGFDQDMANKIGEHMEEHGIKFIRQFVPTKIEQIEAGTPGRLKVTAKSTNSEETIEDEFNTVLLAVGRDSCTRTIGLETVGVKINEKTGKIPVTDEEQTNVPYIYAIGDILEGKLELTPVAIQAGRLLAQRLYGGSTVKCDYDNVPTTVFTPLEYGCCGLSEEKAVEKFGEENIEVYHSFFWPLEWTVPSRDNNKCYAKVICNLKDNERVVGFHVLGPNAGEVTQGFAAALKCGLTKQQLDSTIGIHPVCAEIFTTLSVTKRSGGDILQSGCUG
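Rat TrxR1, dispensed at 90 nM, was prereduced with 400 uM NADPH (final) for 5 min at ~22 deg C, then incubated with compound 15 min before 400 uM selenite. A first-read NADPH fluorescence drop versus no-compound background flagged substrates.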
GRP78 ERSR act: ER stress response induction in glioma | actives 0.02% (n = 420,000) | AID 602332 | U87-MG GRP78 promoter luciferase reporter, 16 h | Potency, µM, for inactives: at the highest dose activation, actives largely listed as activators; also: potency is read from the fitted curve at half-maximal effect; series mostly up to about 76 µM; % of control where 0% means no effect; nearly all actives have a fitted effect of over 35% in size
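Stably transfected U87-MG human glioma cells carrying a GRP78-based luminescent sensor were seeded at 1000 cells/well, pin-dosed with compounds and incubated 16 h. Luciferase reagent was then added, and end-point luminescence was read after 10 min at room temperature.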
Vif-A3G inh: Vif-A3G binding inhibition; Q9HC16; HeLa A3G-eYFP + Vif (tagged APOBEC3G with the HIV-1 protein that degrades it), YFP fluorescence, overnight; Potency, µM (top dose mostly 46.1 µM), inactives show top-dose activity, negative = active, usual class: inhibitors; actives 0.076% (n = 410,000); AID 602310;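 also: potency is read from the fitted curve at half-maximal effect; % is scaled to controls: 0 for no effect and ±100 for the full control effect; nearly all actives have a fitted effect of over 60% in size; hits raise eYFP signal because A3G escapes Vif-driven loss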
Target sequence (Q9HC16 whole entry, looked up): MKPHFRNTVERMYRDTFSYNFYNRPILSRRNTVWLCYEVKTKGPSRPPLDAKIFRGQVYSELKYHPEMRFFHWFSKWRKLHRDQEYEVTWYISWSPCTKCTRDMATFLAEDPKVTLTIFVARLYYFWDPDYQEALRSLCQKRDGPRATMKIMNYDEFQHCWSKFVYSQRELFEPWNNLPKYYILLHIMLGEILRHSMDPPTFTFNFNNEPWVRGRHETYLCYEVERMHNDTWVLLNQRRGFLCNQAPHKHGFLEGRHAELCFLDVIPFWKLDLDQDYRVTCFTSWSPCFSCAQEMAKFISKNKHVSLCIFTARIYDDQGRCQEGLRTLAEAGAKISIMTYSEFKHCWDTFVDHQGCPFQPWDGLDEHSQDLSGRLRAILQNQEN
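HeLa cells stably expressing Vif and C-terminally eYFP-tagged A3G, seeded overnight at 37 deg C, then exposed to compound by pintool overnight at 37 deg C. Rise in yellow fluorescence (Ex 488/Em 500-530, Acumen) marks blocked Vif-driven A3G degradation.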
Vif-A3F inh: blocks the Vif interaction with APOBEC3F; Potency, µM (titrated, usually from 46.1 µM), for inactives: top-dose activity, negative = active; actives 0.2% (n = 390,000); HeLa A3F-eYFP + Vif (tagged APOBEC3F with the HIV-1 protein that degrades it), YFP fluorescence increase; AID 602313; also: potency is read from the fitted curve at half-maximal effect; % of control where 0% means no effect; nearly all actives have a fitted effect of over 65% in size
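Fluorescence increase (Ex 488/Em 500-530) after overnight compound treatment at 37 deg C flags inhibition of Vif-driven A3F-eYFP loss in stable HeLa A3F-eYFP/Vif cells seeded overnight beforehand.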
PI4K2A inh: inhibitors of human PI4K2A; purified PI4K2A, ADP-Glo luminescence, 1 h; active compounds read low; activity change, negative = inhibition, % at 76.9 µM; actives 0.13% (n = 420,000); in the data active = activity change below about -50%; inconclusive = mostly about -30% to -49%;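 also: -100% = wells without enzyme as full effect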
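Compounds are screened against recombinant PI4K2A using PI as substrate and ATP, the latter dispensed at 300 microM. Reactions run one hour at ambient temperature before ADP-Glo detection; full inhibition defined by wells lacking enzyme.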
The depositor's hits bear a star; ? = inconclusive; . = not tested or not shown; & = joins results of further samples; [ ] = dose if it differs, or a comment. Unless noted, calls follow the shape of the dose curve; as a rule, active = well fitted curve in the direction sought with a large enough effect; inconclusive = small, poorly fitted or top-dose-only effect, or another doubt; inactive = no such curve, though single readings can be large; an effect the other way counts as inactive or inconclusive. These rows are one share of the data; count on the stated rates, not on these rows.

Sequence of screens – LDHA inh | IDH1 R132H inh | RXFP1 ag | USP1-UAF1 inh | TrxR1 substrate | GRP78 ERSR act | Vif-A3G inh | Vif-A3F inh | PI4K2A inh
O=C(Nc1cc(Cl)ccc1-n1cncn1)c1ccc(Br)o1
→ -11 | 5% | 2.6% | -13% | -3% | -2% | -1% | -17% | 2
CC(C)OP(=O)(OC(C)C)C(Nc1ccccc1)c1cccc([N+](=O)[O-])c1 (centres undefined)
→ -9 | 9% | 1.8% | -27% | 1% | -3% | -4% | -35% | 0
Cc1onc(-c2ccccc2)c1C(=O)/C=C/N(C)C
→ -9 | -2% | 0.8% | 0% | -22% | -2% | -4% | -2% | -2
O=C(N/N=C/c1ccc(OC(=O)c2ccco2)cc1)c1ccncc1
→ -5 | -8% | 1.6% | -23% | -2% | 5% | 0% | 2% | -2
COc1ccccc1N1CCN(C(=O)CN(c2cc(C)cc(C)c2)S(C)(=O)=O)CC1
→ -7 | -8% | 0.2% | -13% | 4% | -1% | 2% | 0% | 1
CC(C)CC1=NN2C(=N)/C(=C\c3coc4ccccc4c3=O)C(=O)N=C2S1
→ -1 | 11% | 0.4% | 28µM* | 0% | -1% | ? | ? | -21
COc1ccc(-c2cc(C(F)(F)F)nc(N3CCCCCC3)n2)cc1
→ -5 | 9% | 2.2% | -9% | 2% | -1% | -1% | -14% | -4
O=C(NCc1ccccc1)c1ccc(NC(=O)N2CCSc3ncccc32)cc1
→ 2 | 24% | 0.3% | -23% | -6% | -3% | -5% | 8% | -7
O=c1c2c3c(sc2ncn1/N=C/c1ccncc1)CCCC3
→ -5 | 1% | 0.4% | -13% | 13%[57.1 µM] | -2% | 0% | -4% | 3
Cc1cc(C)n(S(=O)(=O)c2cc(C)c(C)cc2C)n1
→ 1 | 7% | 0.8% | -17% | 17% | -2% | -10% | 2% | 1

Another view of some results above.
SMILES	LDHA inh	IDH1 R132H inh	RXFP1 ag	USP1-UAF1 inh	TrxR1 substrate	GRP78 ERSR act	Vif-A3G inh	Vif-A3F inh	PI4K2A inh
COc1ccc(-c2cc(C(F)(F)F)nc(N3CCCCCC3)n2)cc1	-5	9%	2.2%	-9%	2%	-1%	-1%	-14%	-4
CC(C)OP(=O)(OC(C)C)C(Nc1ccccc1)c1cccc([N+](=O)[O-])c1 (centres undefined)	-9	9%	1.8%	-27%	1%	-3%	-4%	-35%	0
O=C(Nc1cc(Cl)ccc1-n1cncn1)c1ccc(Br)o1	-11	5%	2.6%	-13%	-3%	-2%	-1%	-17%	2
O=C(NCc1ccccc1)c1ccc(NC(=O)N2CCSc3ncccc32)cc1	2	24%	0.3%	-23%	-6%	-3%	-5%	8%	-7
COc1ccccc1N1CCN(C(=O)CN(c2cc(C)cc(C)c2)S(C)(=O)=O)CC1	-7	-8%	0.2%	-13%	4%	-1%	2%	0%	1
O=c1c2c3c(sc2ncn1/N=C/c1ccncc1)CCCC3	-5	1%	0.4%	-13%	13%[57.1 µM]	-2%	0%	-4%	3

(further entries)
Sequence of screens – LDHA inh | IDH1 R132H inh | RXFP1 ag | USP1-UAF1 inh | TrxR1 substrate | GRP78 ERSR act | Vif-A3G inh | Vif-A3F inh | PI4K2A inh
O=C(O)/C(=C1\OC(=O)c2ccccc21)c1ccccc1
→ -2 | 3% | 0.5% | 2% | 1%[57.1 µM] | -3% | 0% | -10% | 13
NC(=O)NC(Cc1ccccc1)c1ccccc1 (centres undefined)
→ 1 | -7% | -0.7% | -1% | -2%[57.1 µM] | -4% | -5% | -13% | -7
COc1ccc(C(=O)N2CCCCC2c2cc(C(=O)Nc3ccccc3)no2)cc1 (centres undefined)
→ -9 | . | . | . | . | -2% | -2% | . | -5
COc1ccc(CNS(=O)(=O)c2cc(-c3cc(C)no3)ccc2C)cc1OC
→ -18 | -16% | -0.3% | -5% | -9% | -3% | 1% | 3% | -3
CC1=C(C(=O)OC2CCCCC2)C(c2ccco2)C2=C(CC(C)(C)CC2=O)N1 (centres undefined)
→ 1 | 2% | -0.3% | -10% | 12% | -4% | -1% | 1% | -2
COCCNC(=O)c1ccc(NS(=O)(=O)c2ccc3[nH]c(=O)[nH]c3c2)cc1
→ -3 | 3% | -1.9% | -9% | -14% | -2% | 0% | -19% | -2
Cc1ccc(-n2ncc3c(Nc4ccc(Oc5ccccc5)cc4)ncnc32)c(C)c1
→ 2 | -5% | 1.8% | -14% | 5%[57.1 µM] | -3% | -2% | -3% | -2
COc1ccc(-c2c(C)nn3c(Cl)c(C)c(C)nc23)cc1
→ -9 | 23% | 1.5% | -6% | 12%[57.1 µM] | -1% | -1% | -10% | -8
CCC(C)NC(=O)c1cc2n(n1)CCCN(Cc1ccc(C)cc1)C2=O (centres undefined)
→ -11 | -17% | 1.6% | -2% | 3%[57.1 µM] | -4% | 2% | -1% | -3
C#CCNC(=O)C1=C[C@H](C2CCCCC2)[C@@H](CCCO)[C@H](OCC)O1
→ 3 | -6% | -0.3% | 22% | -5% | 0% | -8% | 0% | -4
CC(C)(C)c1ccc(C(=O)Nc2ccc(NC(=O)C(=O)O)cc2)o1
→ -1 | 14% | 0.3% | -7% | 1% | -11% | 4% | -12% | -2
COc1ccc(Cl)c(NCCC(=O)O)c1
→ 0 | 4% | 0.1% | -6% | -11% | -2% | 0% | -1% | 2
O=C1c2ccccc2N2C(=O)c3ccccc3C2N1Cc1ccccc1 (centres undefined)
→ -3 | 0% | -2.4% | -6% | -2% | -1% | -8% | -4% | 0
CCOc1cc2[nH]c(=S)n(CCN3CCC(C)CC3)c(=O)c2cc1OCC
→ 0 | 2% | -0.1% | -9% | -14% | -5% | -6% | -2% | -2
NC(=O)C1CCN(C(=O)CN2CCN(c3cccc(C(F)(F)F)c3)CC2)CC1
→ -1 | 2% | 2.3% | -14% | -1% | -3% | -1% | . | 0
Cc1ccc(C2C(C#N)=C(N)Oc3n[nH]c(C)c32)cc1 (centres undefined)
→ 0 | 11% | 1.6% | -22% | -12% | 3% | 0% | . | -6
COc1ccc(-c2csc(Nc3ccc(S(=O)(=O)Nc4cc(C)on4)cc3)n2)cc1
→ -7 | -9% | 0.6% | -12% | 5%[57.1 µM] | -3% | -5% | 5% | -2
CCCCCC1CC(/C(C)=N/NC(N)=O)OC1=O (centres undefined)
→ -8 | 6% | -0.6% | -15% | 3% | 0% | -2% | . | -8
CNC(=O)c1ccc(NC(=O)/C=C/c2cccc(F)c2)cc1
→ -8 | 4% | 4.4% | -6% | 5% | 7% | 1% | 8% | 9
CN1C(=O)C2(c3ccccc31)c1c(oc3ccccc3c1=O)C(=O)N2CCO (centres undefined)
→ -6 | -2% | 6.3% | -12% | 0% | -5% | 6% | -1% | 2
c1ccc(CCNc2nc3ccccc3s2)cc1
→ -9 | 8% | 2.0% | -8% | 3% | 9% | -6% | -12% | 2
Cn1nnnc1CCOCCc1nnnn1C
→ 1 | -1% | -1.3% | -22% | -9% | 1% | 1% | 2% | -1
O=C(c1ccc(COc2ccccc2)o1)N1CCN(S(=O)(=O)c2ccccc2Cl)CC1
→ 1 | 4% | 2.0% | -18% | -4% | -1% | 1% | -9% | -4
NC(=O)NCCN1CCN(c2ncc(C(F)(F)F)cc2Cl)CC1
→ -3 | 2% | -0.2% | -5% | 3%[57.1 µM] | -3% | -14% | -2% | 5
c1ccc(-c2noc(C34CC5CC(CC(C5)C3)C4)n2)cc1
→ -1 | 8% | -1.0% | -8% | 7% | 4% | 0% | 5% | 8
S=C(Nc1ccccc1)c1ccccn1
→ 0 | 0% | 0.5%&-0.8% | -23% | -6% | 9% | ? | -1% | 10
COC(=O)CCCC1=CC2=C(c3ccccc3)C(=O)C(C)(OC(=O)C3CCCC3)C(=O)C2=CN1c1ccccc1 (centres undefined)
→ 1 | 3% | 0.0% | ? | -7% | -2% | 1% | 6% | -2
CCCCCC(=O)NNC1=NCC(Cc2ccccc2)S1 (centres undefined)
→ 2 | 2% | 2.3% | -20% | 5%[57.1 µM] | -6% | 0% | 5% | 4
O=C1C(=O)N(CCCN2CCOCC2)C(c2ccc([N+](=O)[O-])cc2)/C1=C(/O)c1ccc2c(c1)OCO2 (centres undefined)
→ 3 | -14% | 0.0% | -12% | ? | -3% | 1% | 0% | 0
COc1cccc(NC(=O)c2cnc(SC)nc2C)c1
→ 0 | 8% | -0.9% | -25% | 0% | -3% | 0% | -9% | -5
Cc1cc(=O)oc2c(C)c(OCC(=O)NCC3CCC(C(=O)O)CC3)ccc12 (centres undefined)
→ -4 | -5% | 1.5% | 3% | 28% | -2% | -1% | 5% | 21
O=C(OCC(=O)N1CCc2ccccc21)c1cccc(S(=O)(=O)N2CCCc3ccccc32)c1
→ 0 | 3% | 6.8% | 3% | 8%[11.4 µM] | -4% | -5% | -15% | -7
